TAAR1 antag: antagonists of human TAAR1; Q96RJ0; CHO RD-HGA16 TAAR1, Fluo-8 calcium fluorescence, antagonist; inhibition, % at 3 µM; 360,000 tested, 1.5% active;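 active = inhibition above a per-plate cutoff, the mean inhibition of test compounds on that plate plus 3 SD, cut at about 49% in these data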;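 also: 0% = DMSO plus EC80 beta-PEA response and 100% = DMSO alone without agonist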
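Test system – hTAAR1-expressing CHO RD-HGA16 cells, Gα16-coupled · Also added – β-PEA at EC80 concentration, post-compound challenge · Compound – 3 µM, single point · Incubation – dye loading 75 min at 37 °C, then 30 min room temperature · Measured by – Fluo-8 intracellular calcium dye fluorescence, real-time kinetic reads · Benchmarks – vehicle and agonist controls · Replicates – singlicate, one well per test compound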
CHO-K1 Ca antag: nonselective inhibitor or artifact in parental CHO-K1 cells. ATP-induced calcium, Fluo-8 fluorescence. inhibition, % at 3 µM. AID 602250. 360,000 tested, 0.6% active;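 active = inhibition above a per-plate cutoff, the plate's mean sample inhibition plus 3 SD, cut at about 24% in these data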;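 also: 0% = DMSO plus EC80 ATP and 100% = DMSO alone without ATP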
M1 antag: antagonists of human M1 muscarinic receptor; P11229; CHO-K1 hM1, Fluo-8 calcium fluorescence, ACh EC80 antagonist; inhibition, % at 3 µM; 360,000 tested, 1.3% active; AID 588852;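 active = percent inhibition above its own plate's cutoff, namely the mean of that plate's compound wells plus 3 SD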;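 also: peak over basal fluorescence ratio during 140 s after agonist addition; 0% = ACh EC80 plus DMSO and 100% = DMSO alone without agonist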
Target sequence (P11229 whole entry, looked up): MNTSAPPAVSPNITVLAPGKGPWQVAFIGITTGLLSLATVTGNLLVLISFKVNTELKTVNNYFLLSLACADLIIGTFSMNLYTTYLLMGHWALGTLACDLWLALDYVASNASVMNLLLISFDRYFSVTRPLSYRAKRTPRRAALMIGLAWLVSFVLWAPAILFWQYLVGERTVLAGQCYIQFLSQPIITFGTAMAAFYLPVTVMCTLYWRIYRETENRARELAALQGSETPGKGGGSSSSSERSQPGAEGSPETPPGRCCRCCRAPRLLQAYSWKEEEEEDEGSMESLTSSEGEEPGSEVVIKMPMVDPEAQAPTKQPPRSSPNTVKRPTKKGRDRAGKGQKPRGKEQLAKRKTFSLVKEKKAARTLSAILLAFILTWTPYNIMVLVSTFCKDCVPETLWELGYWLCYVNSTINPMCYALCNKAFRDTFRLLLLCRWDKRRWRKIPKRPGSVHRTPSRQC
M1 ag parental: counter-screen for M1 agonists: effect in parental CHO-K1 cells | Fluo-8 calcium fluorescence; scaled to maximal ATP response, vehicle zero | activation, % at 3 µM | 360,000 tested, 0.48% active; in the data active = activation above about 15%;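 also: untransfected CHO-K1 host cells lacking M1 receptor as counterscreen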
CHRM1 agonist: agonists of human M1 muscarinic receptor. P11229. CHO-K1 hM1, Fluo-8 calcium fluorescence, agonist mode; 0% DMSO, 100% acetylcholine EC100. activation, % at 3 µM. 360,000 tested, 0.33% active;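 active = activation above the run's mean compound activation plus 3 SD, cut at about 16% in these data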;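 also: peak over basal fluorescence ratio within a 140 s kinetic read after compound addition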
TAAR1 agonist: agonists of human TAAR1; Q96RJ0; CHO RD-HGA16 TAAR1, Fluo-8 calcium fluorescence; vehicle wells 0%, saturating PEA agonist 100%; activation, % at 3 µM; 360,000 tested, 0.99% active; AID 624467;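 active = activation above the mean activation of all test compounds in the run plus 3 SD, cut at about 38% in these data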
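Repeats: no replicates (n 1) | Material: CHO-derived RD-HGA16 cells with stable Gα16 and human TAAR1 | Technique: Kinetic Fluo-8 calcium fluorescence | Schedule: 17-24 h seeding, 75 min 37 °C dye, 30 min RT | Evaluation: % activation from peak over basal fluorescence ratio, DMSO-to-PEA scaled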
CHO parental Ca: counter-screen for OX1R antagonists: effect in parental CHO cells. parental CHO-K1, ATP-induced calcium, Fluo-8 fluorescence. inhibition, % at 5.6 µM. 330,000 tested, 0.63% active. AID 463079;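 active = inhibition above that plate's mean sample inhibition plus 3 SD, cut at about 26% in these data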;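 also: 0% = ATP-challenged DMSO wells and 100% = DMSO wells without ATP; some compounds past the cut are filed as inactive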
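Test system: untransfected parental CHO cell line. Compound: one dose, 5.6 µM nominal. Detection: intracellular calcium via Fluo-8 no-wash fluorescent dye. Measure: % inhibition. Benchmarks: ATP-challenged DMSO wells low, unchallenged DMSO wells high.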
OXTR potentiate: human OXTR potentiation; activation, % at 3 µM; P30559; CHO-OTR cells, Fluo-8 calcium fluorescence, potentiator mode; 0% = oxytocin EC15, 100% = EC100; 320,000 tested, 0.061% active;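 active = activation above that plate's cutoff, the mean activation of tested compounds plus 3 SD, cut at about 6.6% in these data, passing the limit was not always enough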;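 also: 100% uses oxytocin at 75 nM as the full agonist control; some results filed as inactive read as strong as hits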
Target sequence (P30559 whole entry, looked up): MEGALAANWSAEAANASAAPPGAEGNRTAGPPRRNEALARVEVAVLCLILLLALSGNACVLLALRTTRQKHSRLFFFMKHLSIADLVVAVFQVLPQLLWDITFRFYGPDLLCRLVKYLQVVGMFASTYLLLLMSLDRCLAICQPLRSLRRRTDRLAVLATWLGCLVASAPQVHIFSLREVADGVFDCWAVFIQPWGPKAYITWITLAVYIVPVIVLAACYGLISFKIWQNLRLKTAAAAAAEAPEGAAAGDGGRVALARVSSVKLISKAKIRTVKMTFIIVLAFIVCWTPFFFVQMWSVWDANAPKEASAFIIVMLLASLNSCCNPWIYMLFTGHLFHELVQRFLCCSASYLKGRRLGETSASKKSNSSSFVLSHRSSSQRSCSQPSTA
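Measured by – Fluo-8 calcium dye fluorescence · Test system – human OTR in CHO cells · Dosing – one concentration, 3.0 µM compound · Controls – EC15 oxytocin alone as 0%, 75 nM oxytocin as 100% · Evaluation – normalized max/min fluorescence ratio, % activation · Timing – 6 min pre-incubation, 100 s read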
CHO-K1 Ca PAM: counter-screen for M1 PAMs: effect in parental CHO-K1 cells; ATP EC20, Fluo-8 calcium fluorescence; 0% at ATP EC20, 100% at ATP max; activation, % at 3 µM; 360,000 tested, 0.02% active; AID 602247;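 active = activation above the run cutoff, the mean activation of all test compounds plus 3 SD, cut at about 40% in these data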;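 also: peak over basal fluorescence ratio in a 140 s read after ATP addition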
Active calls of the source: *; & = joins results of further samples.

COCCN(C(=O)CSCC(=O)Nc1ccc(C)cc1)c1c(N)n(CC(C)C)c(=O)[nH]c1=O was read as TAAR1 antag 12, CHO-K1 Ca antag -5, M1 antag -13, M1 ag parental 0.1, CHRM1 agonist -3, TAAR1 agonist 2, CHO parental Ca -1, OXTR potentiate -3 and CHO-K1 Ca PAM 13.
`C=Cc1ccc(Cn2c(C)c(C(=O)NCc3cccc(C(F)(F)F)c3)sc2=O)cc1` gave TAAR1 antag 21, CHO-K1 Ca antag 5, M1 antag -6, M1 ag parental 0.1, CHRM1 agonist -2, TAAR1 agonist 0 and CHO-K1 Ca PAM 7.
CCOc1ccc(CCN2C(=S)N([C@@H](Cc3ccc(O)cc3)CN3CCC[C@@H]3CN3C(=S)NC[C@@H]3CC(C)C)C[C@@H]2Cc2ccc(O)cc2)cc1 was read as TAAR1 antag -9, CHO-K1 Ca antag 8, M1 antag 13, M1 ag parental 0.4, CHRM1 agonist -6, TAAR1 agonist 2 and CHO-K1 Ca PAM 12.
Screening Cc1cc(C)cc(NC(=O)Nc2ccc(NC(=O)c3ccccc3O)cc2)c1 returned TAAR1 antag 29, CHO-K1 Ca antag -16, M1 antag -1, M1 ag parental 0.7, CHRM1 agonist -2, TAAR1 agonist 6, CHO parental Ca -8, OXTR potentiate -14 and CHO-K1 Ca PAM -12.
`Cc1ccc2cc(/C=N/NC(=O)[C@H](C)NC(=O)OC(C)(C)C)c(Cl)nc2c1` gave TAAR1 antag -10, CHO-K1 Ca antag -5, M1 antag 0, M1 ag parental 0.5, CHRM1 agonist -6, TAAR1 agonist 3, CHO parental Ca -18, OXTR potentiate -2 and CHO-K1 Ca PAM 10.
`CN(C)S(=O)(=O)c1cc(NC(=O)CN2CCNC(=O)C2)ccc1Cl` gave TAAR1 antag 4, CHO-K1 Ca antag 0, M1 antag -3, M1 ag parental 0.1, CHRM1 agonist -5, TAAR1 agonist 3, CHO parental Ca -3, OXTR potentiate -10 and CHO-K1 Ca PAM 18.
COC(=O)c1sccc1NC(=O)c1cccs1 was read as TAAR1 antag -26, CHO-K1 Ca antag -1, M1 antag -7, M1 ag parental -0.3, CHRM1 agonist -2, TAAR1 agonist 0, CHO parental Ca -7, OXTR potentiate 6 and CHO-K1 Ca PAM -3.
`S=C(c1ccc(-c2cccc(Cl)c2)o1)N1CCOCC1` gave TAAR1 antag 9, CHO-K1 Ca antag -23, M1 antag -10, M1 ag parental 0.9, CHRM1 agonist -3, TAAR1 agonist -1, CHO parental Ca -6, OXTR potentiate -3 and CHO-K1 Ca PAM 15.
Screening N#CC(=C=[N-])c1nc2ccccc2nc1-[n+]1cccc(NC(=O)c2ccccc2)c1 returned TAAR1 antag -16, CHO-K1 Ca antag -3, M1 antag -10, M1 ag parental 0.1, CHRM1 agonist -3, TAAR1 agonist 8, CHO parental Ca -6&-3, OXTR potentiate -1&1 and CHO-K1 Ca PAM 4.
CCOC(=O)[C@]12CCCC=C1N(Cc1ccc(Cl)cc1Cl)C(=O)[C@H](CC(=O)NCCC(C)C)C2 was read as TAAR1 antag -18, CHO-K1 Ca antag -19, M1 ag parental 1.1, TAAR1 agonist 0 and CHO-K1 Ca PAM 17.
For CCOC(=O)C1CCCN(Cc2cc(=O)oc3cc(C)ccc23)C1 (stereo not drawn) the results were TAAR1 antag -14, CHO-K1 Ca antag 4, M1 antag -11, M1 ag parental 0.8, CHRM1 agonist 7, TAAR1 agonist 0, CHO parental Ca -8, OXTR potentiate -11 and CHO-K1 Ca PAM -13.
O=C(NCc1ccccc1)c1cc(-c2cccc(O)c2)on1 was read as TAAR1 antag 5, CHO-K1 Ca antag -6, M1 antag -6, M1 ag parental 4.4, CHRM1 agonist -5, TAAR1 agonist 5, CHO parental Ca 1, OXTR potentiate -3 and CHO-K1 Ca PAM 17.
Screening COc1ccccc1N1C(=O)CC(Sc2ncccc2C(=O)O)C1=O (stereo not drawn) returned TAAR1 antag -13, CHO-K1 Ca antag 0, M1 antag -19, M1 ag parental 1.3, CHRM1 agonist 1, TAAR1 agonist 7, CHO parental Ca -24, OXTR potentiate -3 and CHO-K1 Ca PAM 13.
Screening Fc1ccccc1N1CCN(C2CCN(Cc3c[nH]c4ccccc34)CC2)CC1 returned TAAR1 antag -2, CHO-K1 Ca antag -10, M1 antag -10, M1 ag parental 4.0, CHRM1 agonist -6, TAAR1 agonist 8, CHO parental Ca -7, OXTR potentiate -2 and CHO-K1 Ca PAM 21.
For CN1CCN(C(=O)C(Cc2ccccc2)NS(=O)(=O)c2ccc3c(c2)CCC(=O)N3)CC1 (stereo not drawn) the results were TAAR1 antag -2, CHO-K1 Ca antag -2, M1 antag -4, M1 ag parental 0.2, CHRM1 agonist -4, TAAR1 agonist 1, CHO parental Ca -9, OXTR potentiate 5 and CHO-K1 Ca PAM 25.

Reprinted from the part before: two entries, then new ones.
Screening Fc1ccccc1N1CCN(C2CCN(Cc3c[nH]c4ccccc34)CC2)CC1 returned TAAR1 antag -2, CHO-K1 Ca antag -10, M1 antag -10, M1 ag parental 4.0, CHRM1 agonist -6, TAAR1 agonist 8, CHO parental Ca -7, OXTR potentiate -2 and CHO-K1 Ca PAM 21.
For CN1CCN(C(=O)C(Cc2ccccc2)NS(=O)(=O)c2ccc3c(c2)CCC(=O)N3)CC1 (stereo not drawn) the results were TAAR1 antag -2, CHO-K1 Ca antag -2, M1 antag -4, M1 ag parental 0.2, CHRM1 agonist -4, TAAR1 agonist 1, CHO parental Ca -9, OXTR potentiate 5 and CHO-K1 Ca PAM 25.
Cc1ccc(NC(=O)CSCC(=O)Nc2cc(C(F)(F)F)ccc2N2CCOCC2)cc1 was read as CHO-K1 Ca antag -3, M1 antag -18, M1 ag parental 0.1, CHRM1 agonist -2, CHO parental Ca -23, OXTR potentiate -9 and CHO-K1 Ca PAM 5.
Screening O=S(=O)(c1ccc(F)cc1)N1CCC(O)(c2ccc3c(c2)OCO3)CC1 returned TAAR1 antag 3, CHO-K1 Ca antag -11, M1 antag -3, M1 ag parental 3.3, CHRM1 agonist -6, TAAR1 agonist 4, CHO parental Ca -5, OXTR potentiate -5 and CHO-K1 Ca PAM 5.
`COCCn1c(-c2cc(OC)c(OC)c(OC)c2)nc2oc3ccccc3c(=O)c2c1=O` gave TAAR1 antag 8, CHO-K1 Ca antag -5, M1 antag 3, M1 ag parental 1.3, CHRM1 agonist -2, TAAR1 agonist 14, CHO parental Ca -10, OXTR potentiate -2 and CHO-K1 Ca PAM 6.
For CCCn1c(N)c(C(=S)NC(=O)C2CC2)c(=O)n(C)c1=O the results were CHO-K1 Ca antag -4, M1 antag -10, M1 ag parental 0.1, CHRM1 agonist -7 and CHO-K1 Ca PAM 15.
`CN(C)c1cccc(C(=O)N/N=C/c2ccoc2)c1` gave TAAR1 antag -27, CHO-K1 Ca antag 4, M1 antag -6, M1 ag parental -0.2, CHRM1 agonist 0, TAAR1 agonist 5, CHO parental Ca -2, OXTR potentiate -5 and CHO-K1 Ca PAM -1.
`CCOC(=O)c1cnn(-c2ncnc3c2oc2ccccc23)c1N` gave TAAR1 antag -10, CHO-K1 Ca antag 0, M1 antag -6, M1 ag parental -0.1, CHRM1 agonist -2, TAAR1 agonist 3, CHO parental Ca -5, OXTR potentiate -4 and CHO-K1 Ca PAM 6.
For CC(=O)Oc1ccc(Cn2c(C)c(C(=O)N(C)Cc3ccc(F)cc3)sc2=O)cc1 the results were TAAR1 antag 8, CHO-K1 Ca antag -4, M1 antag -11, M1 ag parental 2.9, CHRM1 agonist 6, TAAR1 agonist 7 and CHO-K1 Ca PAM 20.
Screening COc1ccc(C(=O)N/N=C2\CCc3ccccc32)cc1OC returned TAAR1 antag -1, CHO-K1 Ca antag -6, M1 antag -1, M1 ag parental 1.1, CHRM1 agonist -4, TAAR1 agonist 1, CHO parental Ca -12, OXTR potentiate 6 and CHO-K1 Ca PAM 23.
`COc1ccccc1CNC(=O)COC(=O)Cc1ccc(Cl)cc1` gave TAAR1 antag 12, CHO-K1 Ca antag -7, M1 antag -3, M1 ag parental -0.4, CHRM1 agonist -8, TAAR1 agonist 0, CHO parental Ca -14, OXTR potentiate -11 and CHO-K1 Ca PAM 11.
For CC(C)COP(=O)(CNC(=O)CN1C(=O)c2ccccc2S1(=O)=O)OCC(C)C the results were TAAR1 antag 11, CHO-K1 Ca antag 11, M1 antag -7, M1 ag parental 0.2, CHRM1 agonist -6, TAAR1 agonist 4, CHO parental Ca -11, OXTR potentiate -1 and CHO-K1 Ca PAM 3.
`c1ccc2oc(SCc3cn4ccsc4n3)nc2c1` gave TAAR1 antag -16, CHO-K1 Ca antag 0, M1 antag 6, M1 ag parental 0.3, CHRM1 agonist -6, TAAR1 agonist 3, CHO parental Ca -18, OXTR potentiate -3 and CHO-K1 Ca PAM 8.
C[C@@H]1C=C[C@](Cc2ccccc2)(C(=O)NCC2CC2)N1C(=O)c1ccccc1 was read as TAAR1 antag -4, CHO-K1 Ca antag -22, M1 antag -4, M1 ag parental 0.1, CHRM1 agonist -4, TAAR1 agonist 2, CHO parental Ca -12, OXTR potentiate -3 and CHO-K1 Ca PAM 2.
Cc1c(NC(=S)SCc2ccccc2)c(=O)n(-c2ccccc2)n1C was read as TAAR1 antag 4, CHO-K1 Ca antag 5, M1 antag 0, M1 ag parental 0.1, CHRM1 agonist -16, TAAR1 agonist 2, CHO parental Ca -10, OXTR potentiate 6 and CHO-K1 Ca PAM 14.
For COc1ccc(C(=O)Nc2cc(C(C)=O)c(C)oc2=O)cc1 the results were TAAR1 antag 16, CHO-K1 Ca antag -15, M1 antag -5, M1 ag parental 0.4, CHRM1 agonist -6, TAAR1 agonist 0, CHO parental Ca -7, OXTR potentiate -11 and CHO-K1 Ca PAM 12.
Screening C[C@@H]1CN([C@H](C)CO)C(=O)CCCn2cc(nn2)CO[C@H]1CN(C)S(=O)(=O)c1ccc(C#N)cc1 returned TAAR1 antag 4, CHO-K1 Ca antag -6, M1 antag -7, M1 ag parental 0.2, CHRM1 agonist -9, TAAR1 agonist 0 and CHO-K1 Ca PAM 10.

Of the compounds above, 2 have a CF3 group:
`C=Cc1ccc(Cn2c(C)c(C(=O)NCc3cccc(C(F)(F)F)c3)sc2=O)cc1` gave TAAR1 antag 21, CHO-K1 Ca antag 5, M1 antag -6, M1 ag parental 0.1, CHRM1 agonist -2, TAAR1 agonist 0 and CHO-K1 Ca PAM 7.
Cc1ccc(NC(=O)CSCC(=O)Nc2cc(C(F)(F)F)ccc2N2CCOCC2)cc1 was read as CHO-K1 Ca antag -3, M1 antag -18, M1 ag parental 0.1, CHRM1 agonist -2, CHO parental Ca -23, OXTR potentiate -9 and CHO-K1 Ca PAM 5.

Source: PubChem BioAssay
